MazF activator = activators of E. coli MazEF toxin-antitoxin RNase, primary screen, biochemical, fluorescence, uHTS; hit rate 0.32% among 350,000; FAM/BHQ RNA-DNA oligo cleavage fluorescence, 5 h; Endoribonuclease toxin MazF (Escherichia coli (strain K12)), P0AE70; activation, % at 20 µM; in the data active means activation above about 50%
Target sequence (P0AE70 whole entry, looked up): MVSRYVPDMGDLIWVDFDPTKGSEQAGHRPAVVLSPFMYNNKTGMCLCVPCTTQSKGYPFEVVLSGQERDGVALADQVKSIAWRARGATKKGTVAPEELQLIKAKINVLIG
PrPC surface inh = inhibitors of human cell surface prion protein PrPC, primary screen, cell-based, TR-FRET; TR-FRET read-out; Major prion protein (Homo sapiens), P04156; inhibition, % at 13.8 µM; hit rate 0.43% among 370,000; in the data active means inhibition above about 24%; further: 0% = median of the test wells and 100% = reference compound wells
BoNT A protease = BoNT/A light chain protease inhibitors, primary screen, biochemical, flow cytometry, MLPCN library. multiplex microsphere protease substrate cleavage. inhibition, % at 10 µM. hit rate 0.17% among 360,000. AID 588499, 2011; further: plate controls were buffer without enzyme for full effect and enzyme alone for no effect
VHR inh abs = VHR1 phosphatase inhibitors, primary screen, biochemical, absorbance, uHTS. recombinant VHR phosphatase, pNPP absorbance. Dual specificity protein phosphatase 3 (Homo sapiens), P51452. hit rate 0.52% among 290,000. inhibition, % at 13.3 µM; in the data active means inhibition above about 50%; further: some compounds called inactive have numbers as strong as hits
Target sequence (P51452 whole entry, looked up): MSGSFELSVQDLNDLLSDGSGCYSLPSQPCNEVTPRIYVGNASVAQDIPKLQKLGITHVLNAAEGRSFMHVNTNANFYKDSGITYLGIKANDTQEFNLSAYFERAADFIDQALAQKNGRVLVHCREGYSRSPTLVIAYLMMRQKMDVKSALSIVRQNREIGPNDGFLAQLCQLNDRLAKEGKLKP
SSB-PriA inh = inhibitors of Klebsiella pneumoniae PriA binding to SSB C-terminal tail, primary screen, biochemical, AlphaScreen | AID 1272365, 2023 | AlphaScreen SSBct-PriA binding, biotinylated peptide | PriA–SSB C-terminal tail interaction (Klebsiella pneumoniae) | inhibition, % at 33 µM | hit rate 0.6% among 430,000; in the data active means inhibition mostly above about 37%, no sharp cut-off; inactive means mostly below about 20%;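 further: plate controls were negative control peptide for no effect and reference peptide for full effect; strong numbers were not always called active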
CCHFV vOTU inh = CCHFV vOTU protease inhibitors, primary screen, biochemical, Pep-AMC substrate, fluorescence. Crimean-Congo hemorrhagic fever virus L polyprotein viral ovarian tumor (vOTU) protease …. AID 651958, 2012. inhibition, % at 11.5 µM. hit rate 0.55% among 370,000; in the data active means inhibition above about 30%; further: 0% = vehicle wells with enzyme and 100% = no enzyme wells
Anthrax LF prot = Bacillus anthracis LF protease inhibitors, primary screen, biochemical, multiplex microsphere, MLPCN library. AID 588501, 2011. hit rate 0.12% among 360,000. inhibition, % at 10 µM. multiplex microsphere protease cleavage assay; further: plate controls were buffer without enzyme for full effect and enzyme alone for no effect
Rv3671c inh = Rv3671c serine protease inhibitors, primary screen, biochemical, fluorescence polarization, M. tuberculosis H37Rv; P9WHR9; AID 2606, 2010; hit rate 0.048% among 320,000; inhibition, % at 5.96 µM; in the data active means inhibition above about 38%;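 further: extracellular domain of Rv3671c used as enzyme; 0% = enzyme with DMSO and 100% = no enzyme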
Target sequence (P9WHR9 whole entry, looked up, the tested form may be a part): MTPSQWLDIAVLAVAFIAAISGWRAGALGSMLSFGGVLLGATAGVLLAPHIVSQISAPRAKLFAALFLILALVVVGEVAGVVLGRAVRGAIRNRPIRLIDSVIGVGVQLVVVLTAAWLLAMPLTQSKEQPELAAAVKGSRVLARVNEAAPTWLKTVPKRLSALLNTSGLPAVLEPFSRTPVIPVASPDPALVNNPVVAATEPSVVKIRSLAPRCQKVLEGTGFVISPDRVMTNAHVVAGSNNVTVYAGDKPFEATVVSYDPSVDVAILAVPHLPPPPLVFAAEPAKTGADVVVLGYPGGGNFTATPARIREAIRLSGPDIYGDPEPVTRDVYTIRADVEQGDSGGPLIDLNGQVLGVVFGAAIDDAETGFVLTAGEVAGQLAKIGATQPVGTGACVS
3CLpro inhibitor = SARS-CoV 3CLpro protease inhibitors, primary screen, biochemical, quenched FRET | Replicase polyprotein 1ab (Severe acute respiratory syndrome coronavirus), P0C6X7 | recombinant SARS-CoV 3CLpro, quenched FRET peptide cleavage | inhibition, % at 6 µM | hit rate 0.14% among 290,000 | AID 1706, 2009; in the data active means inhibition above about 12%
BoNT F protease = BoNT/F light chain protease inhibitors, primary screen, biochemical, flow cytometry, MLPCN library; Botulinum neurotoxin type F light chain protease (Clostridium botulinum); Multiplex microsphere protease cleavage assay; inhibition, % at 10 µM; hit rate 0.22% among 360,000; AID 588497, 2011; in the data active means inhibition above about 35%, passing the limit was not always enough; inconclusive means no clear call, values can overlap the other calls; further: plate controls were buffer without enzyme for full effect and enzyme alone for no effect
* marks the source's active call; other numbers are inactive results; i = inactive; ? = inconclusive; . = no result given. Unless noted, no stated cut-off is given here; in the data, active means inhibition above about 30%; inconclusive means no clear call, values can overlap the other calls; inactive means below that. Some of the compounds tested; the hit share may differ from the screen's.

SMILES	MazF activator	PrPC surface inh	BoNT A protease	VHR inh abs	SSB-PriA inh	CCHFV vOTU inh	Anthrax LF prot	Rv3671c inh	3CLpro inhibitor	BoNT F protease
COc1ccc(NC(=O)C(NC(=O)OC(C)(C)C)C(C)OCc2ccccc2)cc1 (centres undefined)	-9	8	?	17	-3	-4	0	-3	6	-8
O=C(O)C1C2CCC(C2)C1C(=O)NCCC1=CCCCC1 (centres undefined)	-6	1	-0.7	-5	2	-12	-2	-2	1	-4
CCCOc1ccc(CCC(=O)N/N=C/c2ccc([N+](=O)[O-])o2)cc1	-7	-17	-3.8	13	i	10	3	4	3	?
CC(=O)c1cc(C)c(OCc2cn(CC(=O)c3ccc(O)cc3)nn2)c(C)c1	4	5	-0.9	.	4	-6	6	.	.	-7
Cc1nnc(NC(=O)c2cccc(S(=O)(=O)N(C)c3cccc(Cl)c3)c2)s1	4	-2	.	.	-6	11	.	5	.	.
O=C(c1cc2c(s1)-c1ccccc1OC2)N1CCN(c2ccccc2)CC1	0	6	-0.1	-26	-6	-8	-1	4	4	0
COc1ccccc1N(CC(O)Cn1c(C)nc2ccccc21)S(=O)(=O)c1ccccc1 (centres undefined)	-4	4	0.0	-1	-16	-10	-2	-6	-1	-6
CCOC(=O)c1sc(NC(=O)CCN2C(=O)c3ccccc3C2=O)c(C(=O)OCC)c1C	0	-1	-0.8	-3	-8	-5	-2	7	-1	-5
CC(=O)N1CCc2ccc([N+](=O)[O-])cc21	-2	-19	-0.6	.	-14	-7	2	.	.	-9
CCCN1CCC(=O)N([C@H](CSc2ccc(C)cc2)CC(C)C)CC1	5	-3	0.5	27	-10	2	-11	.	.	-2
COc1cccc(-n2ccnc2SCC(=O)Nc2nccs2)c1	-3	-4	0.4	5	-9	8	7	1	0	11
O=C(NCC(c1ccco1)N1CCc2ccccc21)C(=O)Nc1ccccc1 (centres undefined)	-2	14	.	.	-8	-9	.	14	.	.
CC(C)CN(C(=O)COC(=O)CSc1ccc(Br)cc1)C1CCS(=O)(=O)C1 (centres undefined)	4	1	1.6	.	-2	-7	0	.	.	16
CSc1ccc(/C=C2/C(=N)N3N=C(CC(=O)N4CCCC4)SC3=NC2=O)cc1	2	2	1.0	1	-2	12	3	-3	9	2
O=C(NCC1CCCO1)C(=O)N/N=C\c1ccc2c(c1)OCO2 (centres undefined)	1	5	1.0	7	.	21	-5	.	1	3
CCCCOC(=O)n1c(=S)oc2cc(Cl)ccc21	-14	-6	-0.1	12	-19	6	-8	-1	1	-15
O=C(Cn1cc[n+](CC(=O)c2ccccc2)c1)c1ccccc1	16	1	1.3	14	-16	-9	-1	1	1	4
Cc1cc(NC(=O)C(C)C)ncc1NC(=O)CCc1ccccc1	4	1	-1.5	.	-10	7	-4	6	2	-13
CCOc1cc(S(=O)(=O)N2CCCCC2)ccc1F	4	3	2.4	-2	-26	12	-2	1	-1	3
O=S(=O)(NCCC1=CCCCC1)c1ccccc1Cl	5	-5	0.1	.	-19	17	-6	-2	.	-6
O=[N+]([O-])c1cccc(COc2cccc(CO)c2)c1	3	-20	0.0	.	-5	21	-5	.	.	0
CN1CCN(C(=S)Nc2ccc([N+](=O)[O-])cc2)CC1	-5	0	-0.3	1	2	6	1	3	3	-6
N[C@@H](Cc1ccc(F)cc1)C(=O)O	-5	-1	-1.1	.	-14	-1	-6	.	.	-7
CCOC(=O)c1cc(-c2ccc(F)cc2)n(CC(=O)NCc2ccccn2)c1C	10	1	-0.6	-7	-13	3	-2	-5	3	-5
Cc1cccc(C)c1NC(=O)CSc1nnc(C2CCCCC2)o1	0	4	-1.9	22	-17	17	9	2	1	-12
COc1ccc(Cl)cc1NC(=O)CN(C)CC(=O)Nc1ccc2c(c1)OCO2	-4	-7	-2.9	.	-2	1	-2	.	.	-4
COc1ccc(NS(=O)(=O)c2cccc(C(=O)NNC(=O)CNC(=O)c3ccccc3Cl)c2)cc1	2	2	0.3	.	-4	0	-9	.	.	1
O=C(CSc1n[nH]c(=O)n1C1CC1)c1ccc2c(c1)OCCO2	-2	4	.	-8	-5	9	.	2	-2	.
Cc1cccc(C(=O)NNC(=O)c2c(O)c3ccccc3n(C)c2=O)c1	-3	0	-1.4	14	3	-3	-1	8	2	-3
CCCn1c(SCC(=O)Nc2cccc(Cl)c2Cl)n[nH]c1=O	0	4	-0.2	2	5	-3	-3	4	-2	3

Sorted by length of the SMILES (smallest number first): part of the list above
SMILES	MazF activator	PrPC surface inh	BoNT A protease	VHR inh abs	SSB-PriA inh	CCHFV vOTU inh	Anthrax LF prot	Rv3671c inh	3CLpro inhibitor	BoNT F protease
O=S(=O)(NCCC1=CCCCC1)c1ccccc1Cl	5	-5	0.1	.	-19	17	-6	-2	.	-6
O=[N+]([O-])c1cccc(COc2cccc(CO)c2)c1	3	-20	0.0	.	-5	21	-5	.	.	0
CN1CCN(C(=S)Nc2ccc([N+](=O)[O-])cc2)CC1	-5	0	-0.3	1	2	6	1	3	3	-6
COc1ccc(NS(=O)(=O)c2cccc(C(=O)NNC(=O)CNC(=O)c3ccccc3Cl)c2)cc1	2	2	0.3	.	-4	0	-9	.	.	1

Additional results follow.
SMILES	MazF activator	PrPC surface inh	BoNT A protease	VHR inh abs	SSB-PriA inh	CCHFV vOTU inh	Anthrax LF prot	Rv3671c inh	3CLpro inhibitor	BoNT F protease
Cc1cc(=O)n2[nH]c(-c3cccc(Cl)c3)cc2n1	5	0	-3.4	6	-15	-17	0	-9	-3	-13
O=c1cc(CSc2nnc(-c3ccco3)o2)c2ccccc2[nH]1	-3	11	?	12	-11	4	-8	-22	4	0
COc1ccc(S(=O)(=O)N(C)c2ccc(C(=O)NCCC(C)C)cc2)cc1	-10	14	?	-4	-17	-2	0	1	3	4
O=C(NC(Cc1c[nH]c2ccccc12)C(=O)O)c1ccco1 (centres undefined)	9	-3	1.9	-10	-17	4	1	2	7	9
COC(=O)c1ccc(NC(=O)NC2CCCCC2)cc1	8	1	-0.6	1	7	6	-3	-14	6	2
O=c1[nH]c2ccccc2c2cn(-c3ccccc3)nc12	12	5	-2.7	30	-2	-2	-1	-2	1	-7
Cc1occc1C(=O)N/N=C/c1ccc(-c2cccc([N+](=O)[O-])c2)o1	.	-19	-1.3	22	.	23	0	-1	-5	-7
O=C(O)CCCN1C(=O)C2C3c4ccccc4C(c4ccccc43)[C@@H]2C1=O (some centres undefined)	5	4	-1.3	17	-11	-9	2	-11	-2	-13
Cc1cc(=O)[nH]c(Nc2ccc(C(=O)OC(C)C)cc2)n1	9	-8	-0.4	10	-3	4	-1	0	-1	-2
CN1CCN(C(=O)C2=C[C@H](c3ccc4c(c3)OCO4)C[C@H](OCCCCO)O2)CC1	5	-7	-0.8	.	7	1	-1	-1	.	2
Cc1ccc(-c2nnn(CC(=O)N(c3ccccc3F)C(CC(C)C)C(=O)NCC3CCCO3)n2)cc1 (centres undefined)	-4	6	-1.1	33	11	12	-4	-1	0	-3
O=C(NCCC(c1ccccc1)c1ccccc1)c1cccs1	1	-6	0.0	8	-30	-4	0	0	4	1
O=C(Nc1ccc2c(c1)OCO2)c1cc2nc(C3CC3)cc(C(F)(F)F)n2n1	0	.	0.2	26	5	.	-2	.	6	-11
CC(=O)Nc1ccc(CN2CCC(N3CCC(C(=O)NC4CC4)CC3)CC2)cc1	-4	-5	0.5	.	.	-4	-8	.	.	-1
O=C(Nc1cc2c3c(c1)CC(=O)N3CCC2)c1ccccc1Br	1	7	-1.4	.	-9	11	3	9	.	-7
O=C(c1ccco1)N1CCN(Cc2ccc(Br)cc2)CC1	-4	8	-3.8	.	2	-12	3	-7	-2	8
Cc1ccsc1C(=O)OC(C)C(=O)Nc1ccc(Cl)cn1 (centres undefined)	7	6	0.0	.	-15	20	1	-2	.	-5
Cc1ccc(C(=O)N(CC(=O)NC2CCCC2)c2ccccc2F)s1	-1	10	0.0	.	.	4	-6	.	.	-7
CCSc1c([N+](=O)[O-])c(=O)n(-c2ccccc2)c2ccccc12	-7	-3	.	.	-8	-11	.	-9	.	.
Cc1cccnc1NC(=S)Nc1ccc(F)cc1F	1	-1	0.1	4	-1	10	-2	8	-1	-2
Cc1ccc(C)c(NS(=O)(=O)c2ccc(NC(=O)c3ccco3)cc2)c1	13	8	2.6	44	-1	-1	3	-21	-9	27
C=CCn1c(SCc2ccccc2)nnc1-c1cccnc1	4	-3	-0.3	3	5	11	-1	1	6	-3
CC(=O)Nc1ccc(NC(=O)c2ccccc2F)cc1	4	5	-1.3	-2	-8	-10	0	4	4	-5
COc1ccc(/C=C/C(=O)NC2CCCCCCC2)cc1S(=O)(=O)N1CCOCC1	-4	11	-0.6	-10	-8	7	0	8	-2	-1
O=C(CC1C(=O)NCCN1Cc1cccc(C(F)(F)F)c1)NCCc1cnccn1 (centres undefined)	-5	-2	0.6	20	-7	-2	-2	1	4	-1
O=C(NC1CCS(=O)(=O)C1)c1ccc(Br)o1 (centres undefined)	5	0	-2.0	36	-4	7	3	3	-4	-22
COc1cc(C(=O)NCC(=O)N/N=C/c2cccc(OC(=O)c3ccco3)c2)cc(OC)c1OC	-4	-3	0.1	32	.	3	-1	12	-2	1
O=C(Nc1ccc(F)cc1)c1sc(Cl)nc1-c1ccccc1	10	-1	1.2	0	-5	-8	0	-5	0	-8
CCOC(=O)CCCNC(=O)COC(=O)c1ccc(O)cc1	-2	2	-1.6	22	-9	3	1	-2	2	-21
CC(C)(O)C#Cc1ncc(C(F)(F)F)cc1Cl	-7	-11	-0.3	26	-16	-14	0	-1	3	0
COc1ccc(CCNC(=O)CSCc2n[nH]c(=O)[nH]2)cc1OC	-4	6	?	18	-8	-13	-2	-1	-3	1
Cc1cc(/C=C2/NC(=O)N(c3ccccc3)C2=O)c(C)n1C(C)C	-1	-11	0.2	-2	8	-1	0	0	-3	-1
COc1ccc(-c2c(NC(=O)c3ccco3)oc3ccccc3c2=O)cc1	-14	-6	-0.5	2	-2	11	1	-7	4	0
Cc1ccc(NC(=S)N(Cc2ccccc2)C(C)C)cc1	8	5	6.6	-19	4	-11	?	2	-6	3
CC1CCCN(C(=O)COC(=O)C2CCN(S(=O)(=O)c3c(Cl)cccc3Cl)CC2)C1 (centres undefined)	11	-1	-6.8	.	-2	10	-5	3	.	-10
CCS(=O)(=O)c1nc(S(=O)(=O)c2ccc(Cl)cc2)c(N2CCc3ccccc3C2)s1	-3	7	0.0	-5	-11	0	-2	-8	2	1
Cc1cccc(N(C(=O)c2snc(C(N)=O)c2N)C(C(=O)NC2CCCC2)c2ccc(C)o2)c1 (centres undefined)	10	0	-0.6	21	-2	11	-1	-12	2	16
CCOc1nc(-c2ccccc2)ccc1-c1noc(-c2ccncc2)n1	-3	-9	-0.1	-8	-13	13	0	-6	-7	13
CN1CCN(C(=O)c2cn(C)c3ccc(S(=O)(=O)N(C)C4CCCCC4)cc3c2=O)CC1	7	0	-1.2	38	2	1	0	4	3	-1
O=C(Cc1ccc(S(=O)(=O)N2CCCC2)s1)N1CCN(c2ccc(F)cc2)CC1	-1	5	-0.5	6	-4	-1	-2	-3	1	-3
COc1cccc(N=Nc2c(=O)[nH]n3c(=O)c4c([nH]c23)CCC4)c1	-1	-13	-0.5	2	3	21	-2	6	-2	-5

Source: PubChem BioAssay
